# cardiac RTF act: cardiac RTF calcium sensitization. IANBD-labeled TnC RTF fluorescence at EC20 calcium; 0% EC20 calcium, 100% full calcium. activation, % at 7.2 µM. hit rate 0.24% among 340,000;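 active means activation above the mean over all tested compounds plus 3 SD, cut at about 30% in these data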;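 further: rise in fluorescence read as greater calcium sensitivity of cardiac thin filaments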
# LANA DNA inh: KSHV C-LANA DNA binding inhibition. MBP-C-LANA/FAM-LBS DNA binding, fluorescence polarization. inhibition, % at 9 µM. hit rate 0.078% among 340,000. AID 504423;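 active means highest replicate inhibition at or above 60% at 9 µM, even if other replicates fall short; inactive means all replicates below 60% inhibition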;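 further: 0% = neutral control wells and 100% = 4 µM acridine orange control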
# HTR5A ag ctr: HTR5A agonism, opioid heterodimer counter-screen; AID 504692; hit rate 0.61% among 340,000; HTR5A agonist assay, luminescence, cell-based; activation, % at 9.3 µM; P47898; in the data active means activation mostly above about 9.5%, no sharp cut-off; inactive means mostly below about 7.6%;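 further: 0% = cells with vehicle only and 100% = reference agonist; strong numbers were not always called active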
# HTR5A inv ag: HTR5A inverse agonism, opioid heterodimer counter-screen. hit rate 0.083% among 340,000. HTR5A cell line, luminescence. AID 504634. inhibition, % at 9.3 µM; in the data active means inhibition mostly above about 23%, no sharp cut-off; inactive means mostly below about 18%;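 further: 0% = cells with DMSO and 100% = no-cell wells with DMSO; some compounds called inactive have numbers as strong as hits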
# OPRM1-OPRD1 inv: inverse agonist of human OPRM1-OPRD1 heterodimerization. P35372+P41143. inhibition, % at 9.3 µM. hit rate 0.21% among 340,000. AID 504357. cell-based MOR-DOR heterodimer luminescence, inverse agonism; in the data active means inhibition above about 22%, passing the limit was not always enough;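 further: 0% = cells with DMSO and 100% = wells without cells with DMSO; values of inactives mirror those of a sister screen read the other way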
# Target sequence (P35372 whole entry, looked up): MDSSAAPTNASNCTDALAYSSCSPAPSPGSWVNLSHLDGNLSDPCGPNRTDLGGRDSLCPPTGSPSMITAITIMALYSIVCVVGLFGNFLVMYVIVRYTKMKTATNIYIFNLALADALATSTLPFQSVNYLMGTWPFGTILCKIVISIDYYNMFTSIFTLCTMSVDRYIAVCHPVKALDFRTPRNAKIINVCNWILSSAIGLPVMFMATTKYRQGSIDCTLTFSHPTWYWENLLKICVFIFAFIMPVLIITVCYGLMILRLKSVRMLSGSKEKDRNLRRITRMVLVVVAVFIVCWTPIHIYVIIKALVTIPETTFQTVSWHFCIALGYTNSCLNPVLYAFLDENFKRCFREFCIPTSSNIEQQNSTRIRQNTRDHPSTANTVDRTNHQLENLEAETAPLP
# Target sequence (P41143 whole entry, looked up): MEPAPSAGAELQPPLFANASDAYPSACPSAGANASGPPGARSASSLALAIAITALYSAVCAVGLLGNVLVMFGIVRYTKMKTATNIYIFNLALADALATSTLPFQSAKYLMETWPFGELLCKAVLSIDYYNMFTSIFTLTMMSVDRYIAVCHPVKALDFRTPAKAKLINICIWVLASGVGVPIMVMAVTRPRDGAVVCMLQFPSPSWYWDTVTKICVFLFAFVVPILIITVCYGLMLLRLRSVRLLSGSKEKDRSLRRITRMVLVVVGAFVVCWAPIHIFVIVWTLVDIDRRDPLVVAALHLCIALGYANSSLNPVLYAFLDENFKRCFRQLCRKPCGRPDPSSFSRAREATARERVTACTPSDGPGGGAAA
# CAL-PDZ inh HTS: inhibitors of human CAL PDZ peptide binding; AID 602252; Q9HD26; hit rate 0.92% among 300,000; inhibition, % at 24.9 µM; purified CAL PDZ, TMR-peptide fluorescence polarization, 1 h;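 active means mean inhibition of at least 30% with at least half of replicates also reaching 30%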;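 further: 0% = DMSO neutral control and 100% = excess unlabeled competitor peptide PRC23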
# Cardiac RTF inh: cardiac RTF calcium desensitization | P19429+P45379 | IANBD-labeled cardiac RTF, Ca2+ fluorescence | inhibition, % at 7.15 µM | hit rate 0.12% among 340,000 | AID 493244;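 active means inhibition above the mean inhibition of all tested compounds plus 3 SD, cut at about 17% in these data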;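 further: assay run at fixed EC70 calcium of 1.6 mM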
# MOR-DOR ag: OPRM1-OPRD1 heterodimerization agonism; AID 504326; hit rate 0.3% among 340,000; activation, % at 9.3 µM; P35372+P41143; cells, luminescence; in the data active means activation above about 18%;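 further: 0% = vehicle-treated cells and 100% = reference agonist; values of inactives mirror those of a sister screen read the other way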
# V-ATPase pH: yeast V-ATPase proton transport regulation by pHLuorin | S. cerevisiae, pHLuorin cytosolic pH fluorescence | response, % at 10 µM | hit rate 0.37% among 350,000 | AID 504577; in the data active means response mostly above about 7.3%, no sharp cut-off; inactive means mostly below about 5.4%; further: actives read high; inactives centre near 0; some compounds called inactive have numbers as strong as hits; reference of the scale not given here
# Keap1-Nrf2 PPI: inhibitors of human Keap1-Nrf2 protein-protein interaction; Q14145; Keap1 Kelch-Nrf2 peptide fluorescence polarization, 1536-well; inhibition, % at 9.4 µM; hit rate 0.15% among 340,000; AID 504523; in the data active means inhibition above about 12%;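 further: human Keap1 Kelch domain with fluorescein labeled Nrf2 9mer peptide probe; 0% = neutral control wells and 100% = peptide positive control; higher means more block of Keap1 binding to Nrf2 peptide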
# * = called active by the depositor; . = no result given; & = joins results of further samples.
[1] CC1=CC(C)(C)Nc2cc(C)c(C)cc21
[2] CCOC(=O)C1=C(CN2CCCCC2)NC(=O)NC1c1cc(C)ccc1C (configuration not stated)
[3] Cc1ccc(NC(=O)CSc2nnc(-c3ccco3)o2)cc1
[4] CCOC(=O)C1(CCOc2ccccc2)CCN(Cc2ccc3c(c2)OCCO3)CC1
[5] Cc1ccc(S(=O)(=O)Nc2ccc(Cl)cc2C(=O)c2ccccc2)cc1
[6] OCC1(Cc2ccc(F)cc2)CCCN(CCc2ccccc2)C1 (configuration not stated)
compound no.,1,2,3,4,5,6
cardiac RTF act,0.4,-5.1,9.0,1.3,7.9,2.2
LANA DNA inh,0.8,-0.2,1.1,-1.5,0.2,-1.0
HTR5A ag ctr,-0.1,4.6,-1.2,-2.2,4.8,0.0
HTR5A inv ag,-3.2,-5.8,12.1,4.5,-17.4,18.3
OPRM1-OPRD1 inv,-0.8,6.2,0.5,-124.7,-14.8,-27.7
CAL-PDZ inh HTS,-4.9,-5.7,2.3,-3.2,-0.7,-1.0
Cardiac RTF inh,-3.5,1.0,-1.8,-5.4,6.0,-9.9
MOR-DOR ag,0.2,-1.2,-0.1,25.0*,2.9,5.5
V-ATPase pH,0.0,0.5,3.2,-4.4,-4.8,0.5
Keap1-Nrf2 PPI,-4.2,-4.8,-4.4,2.6,1.1,-6.3

[7] Cc1ccc(CN=C(N)Nc2nc(C)cc(C)n2)cc1
[8] Cc1oc(-c2cc3c(cc2Cl)OCO3)nc1CN1CCCC(C(=O)N2CCOCC2)C1 (configuration not stated)
[9] COc1cccc(C(=O)Nc2c3c(nn2-c2cccc(C)c2C)CS(=O)(=O)C3)c1OC
[10] Cn1c(SCC(=O)Nc2ccccc2-c2ccccc2)nnc1-c1ccco1
[11] CN1CCCN(CC(O)COCc2cccs2)CC1 (configuration not stated)
[12] Cc1ccc(CCNC(=O)C2CC(c3cccc(F)c3)=NO2)cc1 (configuration not stated)
compound no.,7,8,9,10,11,12
cardiac RTF act,3.0,19.7,-4.4,2.3,0.8,-6.6
LANA DNA inh,-0.8,0.5,1.0,-1.3,-1.8,1.8
HTR5A ag ctr,-5.2,7.6,-0.2,1.1,-0.6,-0.2
HTR5A inv ag,14.6,-15.6,-6.4,0.9,-24.1,0.6
OPRM1-OPRD1 inv,14.5,-1.6,1.8,17.7,13.7,-2.4
CAL-PDZ inh HTS,-5.6,-2.6,.,.,-2.5,-1.0
Cardiac RTF inh,0.5,-6.7,-11.3,1.6,-15.6,-3.3
MOR-DOR ag,-2.9,0.3,-0.3,-3.3,-2.4,0.4
V-ATPase pH,-0.1,15.7*,-0.3,0.7,-1.0,-0.1
Keap1-Nrf2 PPI,-6.0,-4.3,-1.6,-0.5,-1.9,-2.2

[13] COC(=O)c1ccc(OC(=O)c2ccc(OC)cc2)c(OC)c1
[14] CN(CC(=O)Nc1c(Cl)cccc1Cl)C(=O)Cc1ccc2c(c1)CCC2
[15] CCOC(=O)c1c(-c2cccs2)csc1NC(=O)C(C)(C)C
[16] O=C1c2ccccc2N2C(=O)c3ccccc3[C@H]2N1c1ccccc1
[17] COc1ccc(C(CCN2CCN(c3ccccc3)CC2)c2c(OC)cc(OC)c3c(-c4ccccc4)cc(=O)oc23)cc1 (configuration not stated)
[18] Cc1ccc(-c2c[n+](Cc3cccc(Cl)c3)c3n2CCC3)cc1
compound no.,13,14,15,16,17,18
cardiac RTF act,7.7,-2.3,2.4,-3.1,-2.7,-3.1
LANA DNA inh,-0.7,-0.5,-0.5,0.6,1.0,-0.8
HTR5A ag ctr,0.4,-3.8,0.6,-3.2,-6.0,-3.6
HTR5A inv ag,-4.8,-16.5,-1.6,7.1,17.4,19.4
OPRM1-OPRD1 inv,-6.3,8.5,-3.2,16.0,17.4,11.8
CAL-PDZ inh HTS,-1.1,-2.6,-12.6,-1.7,3.6,-2.1
Cardiac RTF inh,-7.6,1.1,-3.4,-9.2,5.0,-5.2
MOR-DOR ag,1.3,-1.3,0.7,-3.2,-3.1,-2.2
V-ATPase pH,3.9,-1.6,-0.9,1.9,-1.2,0.3
Keap1-Nrf2 PPI,-2.0,-4.7,-3.0,1.4,-3.4,-5.5

[19] OCCC1CN(Cc2c(F)cccc2Cl)CCN1C1CCCC1 (configuration not stated)
[20] Cc1cc(=O)[nH]c(SCC(=O)Nc2nnc(CC(C)C)s2)n1
[21] CCCN1C(=O)CC(C(=O)OC)=C1C
[22] CCOC(=O)C1=NN(c2ccc(F)cc2)C2=NC(C)=C(C(=O)OC)C(c3cccs3)N12 (configuration not stated)
[23] Cc1ccc(C)c(S(=O)(=O)N2CCN(C(=O)CCC(=O)NCc3ccc(Cl)cc3)CC2)c1
[24] O=C(O)Cn1c(O)c(C=Nc2ccccc2)sc1=S
compound no.,19,20,21,22,23,24
cardiac RTF act,5.5,-3.1,-3.4,-5.2,-3.1,-3.5&-1.5
LANA DNA inh,1.4,-1.0,-1.6,0.0,-0.4,1.1&-0.2
HTR5A ag ctr,-2.4,1.9,-8.1,6.8,-1.9,-2.1&-2.3
HTR5A inv ag,6.6,6.3,6.4,-20.9,16.6,12.6&6.1
OPRM1-OPRD1 inv,9.9,14.5,11.0,-0.1,11.0,17.5&13.7
CAL-PDZ inh HTS,-4.9,.,1.9,-3.2,.,-0.4
Cardiac RTF inh,1.4,-2.2,3.4,-7.4,0.5,0.7&-3.9
MOR-DOR ag,-1.9,-3.5,-1.9,0.0,-2.9,-3.4&-2.3
V-ATPase pH,-0.9,1.7,-2.8,-8.7,2.8,0.0&-4.1
Keap1-Nrf2 PPI,3.3,1.3,-1.4,1.2,-5.6,-3.3&-5.3

# 2 compounds drawn at random from those above, as already listed:
[1] CC1=CC(C)(C)Nc2cc(C)c(C)cc21
[9] COc1cccc(C(=O)Nc2c3c(nn2-c2cccc(C)c2C)CS(=O)(=O)C3)c1OC
compound no.,1,9
cardiac RTF act,0.4,-4.4
LANA DNA inh,0.8,1.0
HTR5A ag ctr,-0.1,-0.2
HTR5A inv ag,-3.2,-6.4
OPRM1-OPRD1 inv,-0.8,1.8
CAL-PDZ inh HTS,-4.9,.
Cardiac RTF inh,-3.5,-11.3
MOR-DOR ag,0.2,-0.3
V-ATPase pH,0.0,-0.3
Keap1-Nrf2 PPI,-4.2,-1.6

# Rewritten bar-delimited: entries from further up
no. | molecule | cardiac RTF act | LANA DNA inh | HTR5A ag ctr | HTR5A inv ag | OPRM1-OPRD1 inv | CAL-PDZ inh HTS | Cardiac RTF inh | MOR-DOR ag | V-ATPase pH | Keap1-Nrf2 PPI
14 | CN(CC(=O)Nc1c(Cl)cccc1Cl)C(=O)Cc1ccc2c(c1)CCC2 | -2.3 | -0.5 | -3.8 | -16.5 | 8.5 | -2.6 | 1.1 | -1.3 | -1.6 | -4.7
15 | CCOC(=O)c1c(-c2cccs2)csc1NC(=O)C(C)(C)C | 2.4 | -0.5 | 0.6 | -1.6 | -3.2 | -12.6 | -3.4 | 0.7 | -0.9 | -3.0
16 | O=C1c2ccccc2N2C(=O)c3ccccc3[C@H]2N1c1ccccc1 | -3.1 | 0.6 | -3.2 | 7.1 | 16.0 | -1.7 | -9.2 | -3.2 | 1.9 | 1.4
17 | COc1ccc(C(CCN2CCN(c3ccccc3)CC2)c2c(OC)cc(OC)c3c(-c4ccccc4)cc(=O)oc23)cc1 (configuration not stated) | -2.7 | 1.0 | -6.0 | 17.4 | 17.4 | 3.6 | 5.0 | -3.1 | -1.2 | -3.4
18 | Cc1ccc(-c2c[n+](Cc3cccc(Cl)c3)c3n2CCC3)cc1 | -3.1 | -0.8 | -3.6 | 19.4 | 11.8 | -2.1 | -5.2 | -2.2 | 0.3 | -5.5
19 | OCCC1CN(Cc2c(F)cccc2Cl)CCN1C1CCCC1 (configuration not stated) | 5.5 | 1.4 | -2.4 | 6.6 | 9.9 | -4.9 | 1.4 | -1.9 | -0.9 | 3.3
20 | Cc1cc(=O)[nH]c(SCC(=O)Nc2nnc(CC(C)C)s2)n1 | -3.1 | -1.0 | 1.9 | 6.3 | 14.5 | . | -2.2 | -3.5 | 1.7 | 1.3
21 | CCCN1C(=O)CC(C(=O)OC)=C1C | -3.4 | -1.6 | -8.1 | 6.4 | 11.0 | 1.9 | 3.4 | -1.9 | -2.8 | -1.4
22 | CCOC(=O)C1=NN(c2ccc(F)cc2)C2=NC(C)=C(C(=O)OC)C(c3cccs3)N12 (configuration not stated) | -5.2 | 0.0 | 6.8 | -20.9 | -0.1 | -3.2 | -7.4 | 0.0 | -8.7 | 1.2

# Assay outcomes: PubChem, several laboratories
